# Compound activity deposited in PubChem BioAssay by Fisher Drug Discovery Resource Center.
# mcGAS inh: cyclic GMP-AMP synthase inhibitors, mouse, primary biochemical chemiluminescence. recombinant cGAS, Kinase-Glo ATP depletion luminescence. inhibition, % at 12.5 µM. actives 0.15% (n = 160,000);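 note: 0% = negative control wells and 100% = reference inhibitor with no enzyme activity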
# hcGAS lum: Primary biochemical luminescence assay for human cyclic GMP-AMP synthase inhibitors. recombinant h-cGAS, ATP depletion, Kinase-Glo luminescence. Q8N884. actives 0.081% (n = 290,000). inhibition, % at 12.5 µM;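 note: 0% = vehicle reaction and 100% = reaction without DNA for no activity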
# Target sequence (Q8N884 whole entry, looked up): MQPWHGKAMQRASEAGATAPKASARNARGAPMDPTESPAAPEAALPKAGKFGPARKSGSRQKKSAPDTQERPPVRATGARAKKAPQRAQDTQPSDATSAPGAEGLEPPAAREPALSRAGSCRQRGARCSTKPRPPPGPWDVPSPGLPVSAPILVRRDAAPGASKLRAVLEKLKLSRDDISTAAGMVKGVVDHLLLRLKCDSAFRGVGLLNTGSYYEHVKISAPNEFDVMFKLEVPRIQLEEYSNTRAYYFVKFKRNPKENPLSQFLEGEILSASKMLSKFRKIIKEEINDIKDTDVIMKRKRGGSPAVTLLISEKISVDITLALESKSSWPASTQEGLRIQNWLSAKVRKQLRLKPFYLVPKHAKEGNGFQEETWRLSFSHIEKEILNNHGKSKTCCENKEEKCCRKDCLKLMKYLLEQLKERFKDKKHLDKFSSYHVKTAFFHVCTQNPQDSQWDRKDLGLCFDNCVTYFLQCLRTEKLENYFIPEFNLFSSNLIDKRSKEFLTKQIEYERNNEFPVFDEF
# NPYLR7 agonist: agonists of mosquito NPYLR7 receptor, primary screen, cell-based, Aedes aegypti, calcium fluorescence, mosquito biting behavior; Aedes aegypti neuropeptide Y-like receptor 7 (NPYLR7); HEK293T NPYLR7/Galpha15, GCaMP6s calcium fluorescence; activation, % at 10 µM; actives 0.15% (n = 270,000); in the data active = activation above about 40%;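 note: 0% = vehicle and 100% = reference agonist at the receptor; some compounds past the cut are filed as inactive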
# Numbers without * were called inactive; / = not tested or not shown. Cut-off read from the data, not from the text of the source, unless noted: active = inhibition above about 40%; inactive = the rest.
SMILES,mcGAS inh,hcGAS lum,NPYLR7 agonist
C[C@H](NC(=O)C1CC1c1ccccc1)C(=O)N1CCC(C(=O)N2CCOCC2)CC1 (some centres undefined),-0.7,-0.8,-9.4
Cc1ccc(-c2ccc(CCC(=O)NCCc3cccs3)n2-c2ccc(CC#N)cc2)c(C)c1,-10.7,-3.8,-3.1
O=C1/C(=C\c2ccco2)NC(=S)N1c1ccccc1,/,-5.9,23.1
CCC(=O)NCC(=O)OC(C)c1nc2ccc(Cl)cc2[nH]1 (centres undefined),-15.8,-8.6,-3.0
CCCNC(=O)Cn1cc(OC)c(=O)cc1CSc1nc(C)cc(C)n1,-8.7,-6.8,-2.3
COCCN1CCC(CN2CC[C@@H](c3sccc3C)[C@H](O)C2)CC1,/,-5.0,11.6
CC(C)(C)COC(=O)NCC1CNCCOC1 (centres undefined),0.5,5.1,/
COc1ccc(-n2c(-c3ccccc3)cc(C(=O)NCc3cccc(C(F)(F)F)c3)c2C)c(OC)c1,1.8,2.6,-3.0
Cc1cc(C)n(C2CCN(C(=O)c3cccc(OC(F)F)c3)CC2)n1,-4.8,-2.3,-4.6
CSc1nc2ncc3c(=O)n(C)ccc3n2n1,/,0.1,4.7
CC(C)Cc1ccc(C(C)C(=O)NCC23CC4CC(CC(C4)C2)C3)cc1 (centres undefined),1.0,7.4,/
NC(=S)NN=C1C2CC3CC(C2)CC1C3,-4.5,-3.9,4.0
COc1ncc(CN(Cc2sccc2C)CC(C)C)cn1,-13.4,0.4,-5.3
CCc1nc2c(OCCOc3ccc(F)cc3)cccn2c1N(C)C(=O)c1ccccc1F,-1.1,0.6,-3.5
Cc1nn(CC(=O)N(CC(C)C)C2CCS(=O)(=O)C2)c(C)c1[N+](=O)[O-] (centres undefined),/,-10.6,0.4
COc1ccc(/C(C)=N/NC(=O)CSc2nnc(-c3ccccc3)n2-c2ccccc2)cc1,/,-5.1,-8.7
O=C(NCCC1=CCCCC1)C1CCC(=O)N(CCCc2ccccc2)C1 (centres undefined),/,-5.5,2.6
CCCCS(=O)(=O)Nc1ccc(S(=O)(=O)NCC2CC2)cc1,-16.5,-6.7,-0.5
CC(C)(C)c1ccc(-n2c(C3CC3)n[nH]c2=O)cc1,-8.0,-5.2,18.4
Oc1ccc(O)c(Sc2nnnn2-c2ccccc2)c1,7.5,17.3,-3.4
NC(=S)N/N=C\c1cn(-c2ccccc2)nc1-c1cccs1,-4.3,-10.1,-6.3
COc1ccc(-c2cc(C(=O)NC(C)(C)C)n3nc(-c4ccccc4)cc3n2)cc1,-1.5,3.7,-3.3
O=C(NC1CCCCCCC1)C1CCCN(c2ccc3nnnn3n2)C1 (centres undefined),-3.9,-1.6,/
CC(=O)N=c1c(C#N)cc2c(=O)n3cccc(C)c3nc2n1Cc1ccco1,/,-0.4,1.5
O=C(OCC(=O)c1ccc(Cl)s1)c1ccco1,-4.6,-0.6,0.9
Oc1[nH]c2ccccc2c1N=Nc1nnc2c(n1)[nH]c1ccccc12,-6.8,-8.5,14.8
C/C(=N/Nc1nc(Cl)c(C#N)c(Cl)c1Cl)c1ccc(N)cc1,/,-7.0,-9.0
O=C(NCC1CCCO1)c1csc(COc2ccccc2Cl)n1 (centres undefined),0.7,-2.3,0.0
O=C(CCc1c[nH]c2ccccc12)NC1CCCc2c1cnn2-c1ccccc1F (centres undefined),-12.3,-6.5,5.2
O=C(c1ccc2nc[nH]c2c1)N1CCC(Cc2ccccc2Cl)(C(=O)O)CC1,-13.4,-3.7,/
Cc1nn(S(C)(=O)=O)c(C)c1S(=O)(=O)N(C)c1ccccc1,-7.4,-8.6,2.5
COC(=O)c1ncn(CN(CC2CCCCC2)C2CC2)n1,/,-6.5,10.5
COc1ccccc1OCCCn1c(CCNC(=O)c2ccco2)nc2ccccc21,-3.2,-0.7,1.9
O=C(NCc1cccnc1N1CCCCCCC1)[C@H]1C[C@@H]2C=C[C@H]1C2,/,-6.4,11.5
CCN(C(=O)c1coc(COc2ccc(OC)cc2)n1)[C@H]1COC[C@@H]1O,/,-4.6,1.6
COC(=O)c1ccc(-c2noc(CN(C)C3CCOC3)n2)cc1 (centres undefined),/,-6.0,5.2
CCOCCn1c(=O)c2c(nc3n2CC(C)CN3c2ccc(C)cc2)n(C)c1=O (centres undefined),/,-13.5,9.6
C=CCCN(Cc1ccccc1)[C@@H]1[C@@H](O)C[C@@H]2C[C@H](c3ccccn3)OC[C@@]21O,-3.0,-8.7,16.4
CC(Cc1cccc(Br)c1)NC(=O)c1cnn2cccnc12 (centres undefined),/,-7.8,0.9
O=C(NCCCC1CCCCC1)C1CCN(c2ncccn2)CC1,/,-1.3,8.1
CC(C)CCNC(=O)CCc1csc(NC(=O)c2ccc(=O)[nH]c2)n1,-10.9,-6.6,-8.5
COc1ccc(-n2nnnc2CN2CCN(S(=O)(=O)c3ccc(Cl)cc3)CC2)cc1,-8.1,-4.6,0.7
CCc1[nH]n(-c2ccc(OC)cc2)c(=O)c1C1=C(N2CCOCC2)C(=O)N(C2CCCCC2)C1=O,-3.5,-3.7,5.0
C=CCn1c(=O)c2c(nc3n2CCCN3c2cc(C)cc(C)c2)n(C)c1=O,/,-7.6,-5.4
O=C(O)c1cc2c(C(F)(F)F)cc(-c3ccco3)nc2o1,/,-2.1,3.6
O=C(Cc1ccc(Cl)cc1)N1CCN(c2ccc3nnc(-c4ccco4)n3n2)CC1,/,-8.8,2.4
O=C(Cc1n[nH]c(=O)c2ccccc12)OCc1cc(=O)oc2cc3c(cc12)CCC3,/,-1.2,-1.8
CCOC(=O)C1(C)CCN1C(=O)c1cccc2ccccc12 (centres undefined),-5.6,-12.0,5.0
CCCNC(=O)C1(C)CCN(Cc2ccc(C)c3ccccc23)C1 (centres undefined),/,-9.3,1.7
CCCc1cc(C(=O)NC(C)c2ccccn2)sc1C (centres undefined),/,-9.8,-0.9

# (listing goes on)
SMILES,mcGAS inh,hcGAS lum,NPYLR7 agonist
CCC(C)NC(=O)c1cc(NC(=O)Nc2cccc3ccccc23)ccc1N1CCCC1 (centres undefined),-10.0,-6.7,6.7
CCCN(CC(=O)NCC(=O)Nc1ccc(OC)cc1)C(=O)c1ccc(Cl)cc1Cl,-5.7,3.3,1.8
Cc1cc(C(=O)N2CCN(c3nccc(-c4ccc(C(C)(C)C)cc4)n3)CC2)c(C)o1,-5.6,-5.0,-4.4
C=CCC(=O)N1CCC2(CCCN(CCc3ccccc3)C2)C1 (centres undefined),/,-6.9,2.4
COC(=O)C(C)CN(Cc1ccccc1)Cc1ccon1 (centres undefined),/,-8.5,4.1
CCCN(CC(=O)Nc1cc(C(C)(C)C)nn1-c1cccc(C)c1)C(=O)/C=C/c1ccccc1,2.2,3.2,-7.1
COc1ccc(CCN(Cc2ccc(C)s2)C(=O)CN(CC2CCCO2)S(=O)(=O)c2c(C)cc(C)cc2C)cc1OC (centres undefined),-4.3,-7.9,7.7
CCOc1ccc(-n2c(C)cc(C=NNc3ccc([N+](=O)[O-])cc3)c2C)cc1,-8.5,-14.5,-4.2
Cc1sc2nc(CSC(C)C(=O)NCCc3cccs3)[nH]c(=O)c2c1C (centres undefined),-4.2,-6.1,0.7
C=C1CC2C3CC[C@@]4(OCOC45COCO5)[C@@]3(C)C(O)CC2[C@@]2(C)CCC(=O)C=C12 (some centres undefined),/,-3.0,-6.5
Cc1cc(C(=O)N2CCCC(CNC(=O)c3ccc(F)cc3)C2)n(C)n1 (centres undefined),/,-4.0,-5.9
Cc1ccccc1CN1CCCN(C(=O)C(C)c2c(C)noc2C)CC1 (centres undefined),/,-3.5,9.4
COc1cccc2c1OCC(CN1CCC(O)(c3ccc(C)cn3)CC1)=C2,0.1,4.3,/
COc1ccc(F)cc1CSCc1nnc(C2CC2)o1,/,-6.4,4.7
CNC(=O)C1Cc2c(-c3ccccc3Oc3ccccc3)ccnc2O1 (centres undefined),-1.4,-1.8,16.1
COc1ccc(C(=O)Nc2ccc(N3CCN(c4ccccc4OC)CC3)c(C(=O)NCc3ccccc3)c2)cc1,-2.8,1.2,9.6
CCN(CC)CCNC(=S)NC1CCCCC1,/,-3.6,-3.0
CN(C)CCCCC(=O)Nc1ccc(NC(=S)NC(=O)c2ccc(C(C)(C)C)cc2)cc1,-7.8,-2.6,-5.4
NC(=O)c1nn2c(C(F)(F)F)cc(-c3ccccc3)nc2c1Cl,-5.9,-2.1,-3.3
O=C(NCCCN1CCOCC1)c1csc(CSc2nnc(-c3ccncc3)n2-c2ccccc2Cl)n1,-6.0,-9.9,11.5
CCc1nc(C)sc1CNC(=O)[C@@]12CNC[C@@H]1CN(C(=O)C1CC1)C2,-5.9,-5.3,/
CC(C)C(Nc1ccc([N+](=O)[O-])cc1S(=O)(=O)N1CCOCC1)c1ccccc1 (centres undefined),-2.5,3.3,-1.6
CCc1ccc(N2CCn3c2nc2c3c(=O)n(CCC(C)C)c(=O)n2C)cc1,-7.4,2.7,7.2
Cc1cccc(NC(=O)CNC(C)CCc2ccco2)c1C (centres undefined),-15.5,-4.2,/
CCc1nn2c(N3CCOCC3)cc(C)nc2c1-c1ccccc1,-7.7,-11.8,3.9
Cc1c(Cl)cccc1NC(=O)C(C)N(C)Cc1nc2ccccc2o1 (centres undefined),/,2.5,-1.3
COc1ccccc1/C=C/C1=NC(=C\c2cc(OC)c(OC)c(OC)c2)/C(=O)O1,/,-1.3,-3.0
CC(O)C1CCN(C(=O)c2cccc(C(F)(F)F)c2F)CC1 (centres undefined),/,-10.4,4.1
CCOc1nc(-c2ccc3c(c2)OCO3)n(-c2ccc(NC(=O)C(CC)c3ccccc3)cc2)n1 (centres undefined),-1.0,-5.3,-1.4
O=C(NCC1CCN(Cc2ccccc2OC(F)F)C1)C1CCC1 (centres undefined),/,-4.6,-1.8
CN(C)c1cccc(Nc2nccc3[nH]c(-c4ccsc4)cc23)c1,-3.7,0.6,7.0
Cc1cc(=O)n2c3ccccc3n(CC(O)CN3CCCCC3)c2c1C#N (centres undefined),-1.7,-6.9,1.5
CCn1c(N2CCN(Cc3ccc(Cl)c(Cl)c3)CC2)nc2c1c(=O)[nH]c(=O)n2C,/,-3.1,-7.1
Cn1ncc2c(=O)n(CC(=O)Nc3ccc(SC(F)F)cc3)cnc21,-8.5,-5.5,4.1
O=C(c1cccc(-c2cn[nH]c2)c1)N1CCCC(CCc2ccc(F)cc2)C1 (centres undefined),/,1.0,-2.3
O=C1CN(C(=O)CCCc2nc3ccccc3s2)CCN1,-6.6,-7.9,11.7
Cc1ccc(Cn2cnc(-c3ccccc3)c2-c2nccn2C)c(F)c1F,-9.8,-1.1,9.3
COc1ccc(Cl)cc1CC1(C)C(=O)Nc2ccc(-c3ccsc3)cc21 (centres undefined),-1.5,-0.8,2.6
Clc1ccc2c(Nc3ccccc3)nc(Cc3ccccc3)nc2c1,-9.1,-2.0,/
CC1=NN(Cc2ccc(Cl)cc2Cl)c2nc3c(c(=O)n(C)c(=O)n3C)n2C1C (centres undefined),-8.9,-5.8,0.3
CCC(C)NC(=O)c1c(-c2ccccc2)c(-c2ccccc2)nn(C)c1=O (centres undefined),-8.0,-11.2,1.2
CCn1nnc2c(SCc3cc(C)ccc3C)ncnc21,/,-3.5,4.9
FC(F)(F)c1ccc2c(c1)Oc1sc(Cl)cc1NC2=S,/,6.0,-2.6
Cc1ccc(N=Cc2nc(-c3ccc(Br)cc3)oc2O)c(C)c1,1.1,1.8,-3.6
C=CCSc1nnc2nc(C)cc(C)n12,/,11.6,0.8
COC(=O)c1ccc(C2Nc3cc(C)c(C)cc3N=C3CC(C)(C)CC(=O)C32)cc1 (centres undefined),-5.0,-8.5,-1.1
Cc1cc(C)n(CC2CN(CC(=O)Nc3c(C)n[nH]c3C)CCO2)n1 (centres undefined),/,-18.0,6.4
CN1CCN(C(=O)c2coc(CN(Cc3cccc(C(F)(F)F)c3)Cc3cccs3)n2)CC1,-6.2,-5.3,1.0
